Assay outcomes from PubChem BioAssay.
MsrA inh – inhibits bovine methionine sulfoxide reductase A; purified bovine MsrA, absorbance read-out; inhibition, % at 15.5 µM; hit rate 0.75% among 360,000; AID 651718; in the data active = inhibition above about 4.5%;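 note: 0% = vehicle wells with enzyme and 100% = reference inhibitor wells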
SKN-1 block – inhibitors of C. elegans SKN-1; inhibition, % at 21.8 µM; hit rate 0.49% among 360,000; C. elegans VP596 Pgst-4::GFP/RFP ratio, acrylamide-induced, 24 h; AID 624304;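 active = interference check ratio from 0.5 to 1.5 plus GFP to RFP signal ratio inhibition reaching or exceeding a fixed threshold, cut at about 30% in these data, passing the limit was not always enough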; note: some compounds called inactive have numbers as strong as hits
E coli Lon inh – inhibitors of E. coli Lon protease; purified E. coli Lon protease, fluorescence polarization; P0A9M0; inhibition, % at 7.94 µM; hit rate 0.42% among 360,000; in the data active = inhibition above about 13%, passing the limit was not always enough;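 note: 0% = enzyme with probe and DMSO and 100% = no enzyme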
Target sequence (P0A9M0 whole entry, looked up): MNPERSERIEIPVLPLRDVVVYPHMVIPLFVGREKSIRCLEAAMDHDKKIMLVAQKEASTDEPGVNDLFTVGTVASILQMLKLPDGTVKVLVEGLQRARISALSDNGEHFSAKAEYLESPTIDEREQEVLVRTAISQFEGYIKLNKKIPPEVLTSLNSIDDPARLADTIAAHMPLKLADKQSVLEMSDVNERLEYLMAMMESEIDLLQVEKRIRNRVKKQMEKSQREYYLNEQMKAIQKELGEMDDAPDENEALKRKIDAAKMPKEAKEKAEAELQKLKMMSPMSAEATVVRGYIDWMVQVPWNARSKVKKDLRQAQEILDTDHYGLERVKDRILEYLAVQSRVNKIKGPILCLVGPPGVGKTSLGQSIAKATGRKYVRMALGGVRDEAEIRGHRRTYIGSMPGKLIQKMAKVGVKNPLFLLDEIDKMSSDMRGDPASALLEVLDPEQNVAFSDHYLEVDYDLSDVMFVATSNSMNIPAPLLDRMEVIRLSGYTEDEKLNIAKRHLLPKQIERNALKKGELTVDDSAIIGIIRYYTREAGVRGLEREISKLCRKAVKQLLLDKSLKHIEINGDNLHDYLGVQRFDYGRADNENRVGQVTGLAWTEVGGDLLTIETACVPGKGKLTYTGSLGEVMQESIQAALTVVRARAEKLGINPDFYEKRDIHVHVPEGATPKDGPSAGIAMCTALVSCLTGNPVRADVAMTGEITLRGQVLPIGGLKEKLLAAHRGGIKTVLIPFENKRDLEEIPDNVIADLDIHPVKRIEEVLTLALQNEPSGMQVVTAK
PABP1 MLLE inh – inhibitors of microRNA-mediated deadenylation, human PABP1 MLLE binding | hit rate 0.36% among 360,000 | P11940 | AID 588489 | inhibition, % at 20 µM | GST-MLLE / FITC-PAM2 fluorescence polarization; in the data active = inhibition above about 35%, passing the limit was not always enough;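 note: plate controls were DMSO wells with GST-MLLE for no effect and wells lacking GST-MLLE protein for full effect; some results filed as inactive read as strong as hits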
bovine MsrA act – bovine methionine sulfoxide reductase A activation. purified bovine MsrA, absorbance read-out. activation, % at 10.6 µM. hit rate 0.3% among 360,000. AID 602163; in the data active = activation above about 7.5%;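 note: 0% = vehicle and 100% = reference activator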
TbMetRS inhib – blocks T. brucei methionyl-tRNA synthetase activity; purified T. brucei MetRS, ATP depletion, Kinase-Glo luminescence; AID 624268; hit rate 0.4% among 360,000; inhibition, % at 11.9 µM;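 active = inhibition above a per-plate cutoff of the control wells' mean inhibition plus 3 SD, cut at about 5.5% in these data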;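 note: 0% = DMSO wells median and 100% = median of wells with control inhibitor compound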
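Dosing: 11.9 µM compound single dose, 0.9% DMSO; Assay system: purified T. brucei MetRS enzyme; Measured by: Kinase-Glo luciferase luminescence reporting remaining unconsumed ATP; Schedule: 15 min plus 2 h at 25 °C.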
NRP1-CendR mod – modulators of CendR peptide binding to human neuropilin-1. inhibition, % at 25 µM. O14786. FAM-RPARPAR peptide binding to NRP-1, fluorescence polarization. hit rate 0.85% among 360,000;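 active = inhibition or corrected inhibition above about 18%, plus a signal ratio from 0.5 to 1.5, limit read from the data, passing the limit was not always enough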; note: strong numbers were not always called active
FAS TE block – blocks the thioesterase domain of human fatty acid synthase; inhibition, % at 15 µM; hit rate 0.67% among 360,000; recombinant FAS-TE, OMFH fluorogenic substrate, fluorescence endpoint; P49327; AID 602261;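 active = compounds whose normalised, plate-corrected inhibition of enzyme fluorescence in the single-dose primary screen is 50% or more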;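 note: 0% = DMSO with enzyme and 100% = substrate without enzyme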
MT1-MMP act inh – MT1-MMP (human) activation inhibition; P50281; HT1080 RFP-PRO-GFP cells, GFP/RFP ratio fluorescence, overnight; percent of plate control window, DMSO zero; GFP/RFP ratio change, % at 20 µM; hit rate 0.061% among 360,000;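 active = GFP/RFP ratio change of at least 30% with cell ATP level not reduced by more than half and red fluorescence within 50% of control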; note: strong numbers were not always called active
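Material: RFP-PRO-GFP reporter HT1080 cells. Dosing: single-point 20 µM compound, 1% DMSO. Controls: DMSO and RFP-L50D-GFP cell wells. Timing: cells overnight before dosing, compound overnight, 37 °C, 5% CO2. Measure: GFP/RFP fluorescence ratio.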
Starred values were filed as active, the others as inactive; nt = not tested or not shown.

SMILES	MsrA inh	SKN-1 block	E coli Lon inh	PABP1 MLLE inh	bovine MsrA act	TbMetRS inhib	NRP1-CendR mod	FAS TE block	MT1-MMP act inh
O=C(Nc1ccccc1NC(=O)c1csnn1)c1csnn1	0.8	1	3	15	-5	-0.4	-9	-5	1
CCOc1ncccc1C(=O)OCC(=O)Nc1ccc2c(c1)CCC2	-1.1	10	-7	7	0	0.0	-3	3	2
CC(C)CC(NC(=O)c1ccc(Cl)cc1)C(=O)OCC(=O)c1ccc2c(c1)NC(=O)CO2 (stereo not given)	0.5	18	-9	-4	0	0.8	-6	-4	3
N#CC1=C(N)NC(SCC(=O)c2ccccc2)=C(C#N)C12CCCC2	0.0	-9	0	-1	-9	-0.9	-9	-1	-3
CC1CCCCC1NCc1cccc([N+](=O)[O-])c1 (stereo not given)	-1.4	1	-3	12	-9	-0.4	-1	-8	1
CC(C)(C)C(=O)Nc1nc(C2CCCN2S(=O)(=O)c2ccc(Cl)cc2)cs1 (stereo not given)	0.0	10	4	-9	2	-0.2	-2	55*	-9
CSc1ccccc1OCc1cc(C(=O)NCc2csc(C(C)C)n2)no1	0.0	1	12	0	0	-0.1	-2	14	6
CC(=O)c1ccc(O)c(CC=C(C)C)c1O	2.1	-7	1	6	-14	-0.2	-5	-13	10
Cc1ccc(Cl)cc1N1CCN(C(=O)C2CCN(S(C)(=O)=O)CC2)CC1	-1.0	5	14	17	-2	-0.2	-2	3	-4
CCCCCCCCN1C(=O)[C@H](CC(=O)NCCC(C)C)C[C@@]2(C(=O)OC)CC(C)(C)CC=C12	-1.1	-5	nt	nt	nt	0.2	4	nt	-6
O=C(c1ccc(F)cc1)c1ccc(CN2C(=O)c3ccccc3C2=O)o1	-0.1	-13	2	19	-1	2.2	1	33	2
COc1ccc(NS(=O)(=O)c2cc(C(=O)O)ccc2C)cc1	1.7	6	-1	7	-13	-0.5	-6	-12	5
O=C(CCCOc1ccccc1)Nc1ccc(S(=O)(=O)Nc2ccccn2)cc1	nt	4	-2	8	-5	-0.8	7	-2	-7
Oc1ccc(/C=C/c2nc(-c3ccccc3O)n(-c3ccccc3)n2)cc1	1.5	25	-1	-11	-3	0.1	-13	23	1
CCn1c(CCNC(=O)c2cccs2)nnc1SCC(=O)NC1CCCCC1	0.3	-6	-16	1	-3	-0.6	-4	-2	-6
Cc1cccc(C)c1OCC(=O)Nc1cccc(S(=O)(=O)N2CCCC2)c1	0.8	-11	-6	5	-2	0.8	1	18	6
O=C(NCc1ccccc1)N1CCC(CO)(CCc2ccccc2)CC1	-0.2	-17	-8	-11	-7	-1.0	-10	0	6
CCc1ccc(-c2cc(C)no2)cc1S(=O)(=O)Nc1ccccn1	1.5	15	3	10	-2	-1.1	8	-9	1
COc1cc(-c2csc(CCn3nc(C)cc3C)n2)cc(OC)c1OC	0.8	-7	-2	17	-7	-0.6	4	-2	-1
COc1cccc(C2CC(c3ccccc3Cl)Nc3ncnn32)c1 (stereo not given)	-0.1	15	-11	-8	-1	0.2	-9	-2	3
COc1ccc(-c2nc(-c3cccnc3)no2)cc1	-1.0	22	-1	-6	-2	-0.5	-22	-3	-3
c1ccc(N2CCN(Cc3ccnc4ccccc34)CC2)cc1	-0.2	26	2	7	1	-0.5	-3	-6	nt
COc1ccc(-c2cc(C(F)(F)F)nc(SCC(=O)N3CCOCC3)n2)cc1OC	-1.1	-8	-4	-9	0	-0.6	3	-7	-2
CCC(c1nnc(SCC(=O)Nc2nnc(-c3ccccc3)o2)n1Cc1ccccc1)N(C)C (stereo not given)	0.0	11	3	-12	1	-0.8	6	-1	0
COc1cccc(NS(=O)(=O)c2ccc3c(c2)NC(=O)C(C)S3)c1 (stereo not given)	-0.3	15	-2	-1	-4	-0.3	4	4	1

The list continues.
SMILES	MsrA inh	SKN-1 block	E coli Lon inh	PABP1 MLLE inh	bovine MsrA act	TbMetRS inhib	NRP1-CendR mod	FAS TE block	MT1-MMP act inh
Cc1cc(Cl)ccc1C(=O)C1CCCN(C(=O)c2cncs2)C1 (stereo not given)	0.4	8	-1	0	-1	0.5	7	-5	-1
Fc1ccc(-c2ccc(/C=N\n3cnnc3)o2)cc1Cl	4.4	16	-1	3	0	-0.7	1	23	-2
O=C(O)c1ccc(N2C(=O)c3cccnc3C2=O)cc1	-0.2	7	-10	-1	4	-0.1	-8	-2	-3
COCCNC(=O)CSc1nc2sc(C)c(C)c2c(=O)n1-c1ccccc1	1.1	-7	-1	0	-6	-0.2	-10	-8	-1
Cc1ncc([N+](=O)[O-])n1CC(=O)Nc1ccc(F)c(Cl)c1	-0.2	18	-5	3	-2	-0.5	0	6	1
O=C(NCc1cccnc1)c1ccc(COc2ccccc2Br)cc1	2.1	13	1	-4	-4	0.3	-1	7	-6
COc1ccc(N2C(=O)CC(Nc3ccc(F)cc3)C2=O)c([N+](=O)[O-])c1 (stereo not given)	-0.1	-3	2	-10	-4	-0.7	12	2	3
C=CCn1c(SCC(=O)N2CCOCC2)nc2sc(CC)cc2c1=O	0.6	1	-8	6	-7	-0.3	2	-6	1
CCC[C@H](CN[C@@H](CNC)[C@H](C)O)NCCc1ccc(OC)cc1	0.2	5	-2	-18	-8	-0.4	-1	-6	5
CC(C)N(CC(N)=O)C(=O)c1sc2cc(F)ccc2c1Cl	-0.7	-5	0	13	-14	-1.6	-7	-2	7
CCc1nnc(NS(=O)(=O)c2ccc(NC(=O)c3cccc(Cl)c3)cc2)s1	-1.5	3	-4	7	-1	0.9	7	2	0
COc1ccc(C(=O)c2[nH]c(N)c(C(=O)NCCc3c[nH]c4ccccc34)c2-c2ccc(Cl)cc2)cc1	0.2	17	-7	nt	-2	-0.6	-17	6	3
O=C(COC(=O)CSc1ccc([N+](=O)[O-])cc1)NCCC1=CCCCC1	1.5	-2	-9	33	-6	-0.3	4	3	0
Cc1ccc(S(=O)(=O)N(CC(O)CN2CCOCC2)c2cccc([N+](=O)[O-])c2)cc1 (stereo not given)	0.4	21	5	-3	-1	0.3	0	-2	3
Cc1cc(NC(=O)Nc2ccc(Cl)c(Cl)c2)n(-c2ccccc2)n1	-0.4	-4	-8	2	-2	0.3	-1	25	1
Clc1ccc(-c2csc(N/N=C/c3ccco3)n2)cc1	1.1	91*	13	5	-5	-1.1	5	24	0
COc1cc(C(=O)N2CCN(c3cc(Cl)ccc3Cl)CC2)cc(OC)c1OC	-0.1	9	-10	7	-5	-0.4	-7	1	20
COc1ccc(S(=O)(=O)Nc2ccc(S(=O)(=O)Nc3nccs3)cc2)cc1	-1.1	13	4	0	0	-0.2	6	-3	0
O=C(Nc1ccccc1F)c1ccc(-n2cncn2)nc1	0.5	-2	-5	1	-4	-0.8	-2	-4	-2
O=C(NCc1cccs1)c1ccccc1	-1.0	4	-12	0	-1	-0.1	-7	-9	-5
COc1ccc(NC(=O)COc2ccc(-n3cnnn3)cc2)cc1OC	1.3	7	-2	1	-4	0.2	0	-7	5
COc1ccc(CCCNC(=O)CC#N)cc1OC	1.5	-16	-5	-11	-3	-1.3	12	-7	2
COc1ccc(/C=C/C(=O)NC(=S)NCc2ccccc2)cc1OC	1.4	-14	-3	16	-12	-1.8	8	4	7
CCOc1ccccc1C(=O)NCC(=O)OCC(=O)c1ccc2c(c1)OCCO2	-0.7	0	-5	9	-2	-0.8	-8	2	7
N#CC(C(=O)C12CC3CC(CC(C3)C1)C2)c1nc2ccccc2[nH]1 (stereo not given)	1.6	-22	0	20	-2	-1.1	4	20	-37

Continued:
SMILES	MsrA inh	SKN-1 block	E coli Lon inh	PABP1 MLLE inh	bovine MsrA act	TbMetRS inhib	NRP1-CendR mod	FAS TE block	MT1-MMP act inh
CC(=O)N1CCC(C(=O)NC2CC(C)(C)Cc3c2cnn3-c2ccc(F)cc2)CC1 (stereo not given)	-1.1	3	6	5	-6	-0.5	3	-3	5
Cn1c(SCC(=O)NC(C)(C)C)nnc1-c1cccc(NC(=O)c2ccccc2F)c1	-0.8	14	-10	-108	-2	-0.3	6	-8	3
COc1cc(C)c(NC(=O)COc2cccc3c2OC(C)(C)C3)cc1OC	nt	29	-5	-4	-3	0.5	-2	-6	-4
O=C(CC(=O)Nc1ccc(Cl)c(Cl)c1)N/N=C/c1ccc(O)cc1	2.5	7	0	-2	-3	11*	-9	13	2
Cc1cc(NS(=O)(=O)c2ccc(NC(=O)CSc3nc4sc(C(=O)O)c(C)c4c(=O)[nH]3)cc2)no1	0.1	-7	-5	9	-2	-0.4	-83	-4	0
O=C(Nn1c(O)c(C=C2N=c3ccccc3=N2)sc1=S)c1cccc(Cl)c1	1.0	11	-2	-72	-11	1.6	-11	1	6
CC(C)(C)C(=O)Nc1cc2c3c(c1)CCN3C(=O)CC2	2.5	7	-3	13	-2	-0.2	11	-8	-3
CC1(C)CC(CNCCC(c2ccc(F)cc2)c2ccco2)CCO1 (stereo not given)	0.2	12	0	-14	4	0.5	1	1	1
Cn1cc(CN2CCC(n3nccc3NC(=O)CCCc3ccccc3)CC2)cn1	-0.7	-14	5	12	-1	-0.2	-3	-6	-4
Cc1ccc2nc(SCC(=O)N3CCN(C(=O)c4ccco4)CC3)[nH]c2c1	-0.8	4	-19	-125	-2	0.8	-3	-9	4
COc1ccccc1-c1nnc(NC(=O)c2ccc(S(=O)(=O)N(C)C)cc2)o1	3.0	3	-6	8	-8	-1.1	1	-4	7
CCC(C)NC(=O)Cn1cccc1C(=O)c1ccccc1 (stereo not given)	1.2	-25	11	5	-7	-0.4	17	-5	2
O=C(CC1C(=O)NCCN1CC1CCCCC1)NCc1ccc(F)cc1F (stereo not given)	-0.6	15	10	1	-1	-0.6	7	-1	3
CCOc1cccc(-c2nnc3sc(C4CCCCC4)nn23)c1	0.5	11	5	27	2	1.1	10	21	-8
O=C(COc1ccc([N+](=O)[O-])cc1)N(Cc1cccs1)C1CCS(=O)(=O)C1 (stereo not given)	2.1	2	-5	10	7	-0.1	12	11	2
N#CCOC(=O)c1c2c(nc3ccccc13)CCC2	1.1	-3	-3	-6	-2	-0.2	1	-2	-4
CCOC(=O)c1cc2c(nc1N)CC(C)(C)OC2	1.4	4	4	6	0	1.3	2	-2	1
C[C@@H]1CN(C(=O)c2nc3ccc(Cl)cn3c2CN2CCc3sccc3C2)C[C@H](C)O1	2.5	-1	-5	8	-1	-0.4	-15	2	-4
OC(c1ccc(Cl)c(F)c1)c1ncc(-c2ccccc2F)[nH]1 (stereo not given)	-0.8	0	-4	8	-2	0.4	10	10	-1
O=C1/C(=C/c2cccs2)N=C(c2cccs2)N1Nc1ccccc1	0.6	15	-2	-12	2	-0.2	10	19	0

Compound profiles, as listed above:
Shown for O=C(COc1ccc([N+](=O)[O-])cc1)N(Cc1cccs1)C1CCS(=O)(=O)C1 (stereo not given) → MsrA inh: 2.1; SKN-1 block: 2; E coli Lon inh: -5; PABP1 MLLE inh: 10; bovine MsrA act: 7; TbMetRS inhib: -0.1; NRP1-CendR mod: 12; FAS TE block: 11; MT1-MMP act inh: 2
Shown for CC(C)(C)C(=O)Nc1cc2c3c(c1)CCN3C(=O)CC2 → MsrA inh: 2.5; SKN-1 block: 7; E coli Lon inh: -3; PABP1 MLLE inh: 13; bovine MsrA act: -2; TbMetRS inhib: -0.2; NRP1-CendR mod: 11; FAS TE block: -8; MT1-MMP act inh: -3

Records listed so far shown as hits in SKN-1 block:
| SMILES | MsrA inh | SKN-1 block | E coli Lon inh | PABP1 MLLE inh | bovine MsrA act | TbMetRS inhib | NRP1-CendR mod | MT1-MMP act inh |
| --- | --- | --- | --- | --- | --- | --- | --- | --- |
| Clc1ccc(-c2csc(N/N=C/c3ccco3)n2)cc1 | 1.1 | 91* | 13 | 5 | -5 | -1.1 | 5 | 0 |
